Bcl-XL Bim block = inhibitors of Bim-Bcl-XL binding, primary screen, biochemical, multiplexed, bead flow cytometry, human Bcl-XL | Bcl-2-like protein 1 (Homo sapiens), Q07817 | Bim peptide-Bcl-XL binding, fluorescence | inhibition, % at 10 µM | 190,000 compounds, 0.04% hits
Target sequence (Q07817 whole entry, looked up): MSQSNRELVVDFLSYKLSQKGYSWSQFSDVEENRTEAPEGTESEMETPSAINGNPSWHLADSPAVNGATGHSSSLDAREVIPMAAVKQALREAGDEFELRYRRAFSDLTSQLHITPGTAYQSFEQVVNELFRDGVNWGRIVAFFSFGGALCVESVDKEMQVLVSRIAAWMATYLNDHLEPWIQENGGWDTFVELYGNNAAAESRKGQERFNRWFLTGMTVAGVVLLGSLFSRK
ABCG2 inh = ABCG2 efflux pump inhibitors, primary screen, multiplex with ABCB1, IgMXP3 cells, flow cytometry; Broad substrate specificity ATP-binding cassette transporter ABCG2 (Homo sapiens), Q9UNQ0; JC-1 efflux; inhibition, % at 6.6 µM; 190,000 compounds, 0.1% hits;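 active = inhibition above 80%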;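 note: 0% = DMSO and 100% = nicardipine control wells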
Target sequence (Q9UNQ0 whole entry, looked up): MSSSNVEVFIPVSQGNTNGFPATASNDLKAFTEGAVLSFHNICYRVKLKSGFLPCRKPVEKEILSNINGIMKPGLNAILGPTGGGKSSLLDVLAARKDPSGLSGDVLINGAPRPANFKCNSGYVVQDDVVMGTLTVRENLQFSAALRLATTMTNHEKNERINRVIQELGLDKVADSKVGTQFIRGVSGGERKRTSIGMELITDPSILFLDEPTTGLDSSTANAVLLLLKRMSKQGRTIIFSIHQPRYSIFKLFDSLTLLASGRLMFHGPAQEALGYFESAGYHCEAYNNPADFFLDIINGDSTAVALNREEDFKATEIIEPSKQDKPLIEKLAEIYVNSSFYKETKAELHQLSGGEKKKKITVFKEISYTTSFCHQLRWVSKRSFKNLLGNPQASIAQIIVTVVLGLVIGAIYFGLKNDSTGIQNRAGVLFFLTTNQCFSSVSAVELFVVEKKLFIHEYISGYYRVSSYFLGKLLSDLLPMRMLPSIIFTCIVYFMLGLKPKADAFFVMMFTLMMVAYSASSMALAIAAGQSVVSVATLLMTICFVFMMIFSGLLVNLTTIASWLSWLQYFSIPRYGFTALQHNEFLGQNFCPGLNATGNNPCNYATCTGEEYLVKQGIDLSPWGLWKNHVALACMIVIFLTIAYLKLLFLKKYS
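Test system: ABCG2 IgMXP3 and barcoded ABCB1 CCRF-Adr cell mix; Schedule: cells with compound and JC-1, 10 min at 25 °C, rotating, no wash; Technique: flow cytometry of retained JC-1 fluorescence; Measure: % inhibition of efflux relative to nicardipine and DMSO; Controls: nicardipine high and DMSO low controls.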
Mcl-1 Bim block = inhibitors of Bim peptide binding to Mcl-1, primary screen, biochemical, bead-based flow cytometry, multiplex; AID 1009, 2008; 190,000 compounds, 0.1% hits; Bim peptide-Mcl-1 binding; inhibition, % at 10 µM;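 note: 0% = no compound tracer wells and 100% = peptide blocker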
Bim-Bcl-2 = inhibitors of Bim-Bcl-2 binding, primary screen, biochemical, multiplexed, human Bcl-2 family; Apoptosis regulator Bcl-2 (Homo sapiens), P10415; Bead-based flow cytometry, Bim peptide-Bcl-2 binding; inhibition, % at 10 µM; 190,000 compounds, 0.06% hits; in the data active = inhibition above about 40%; inconclusive = no clear call, values can overlap the other calls;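 note: 0% = no compound wells with probe peptide and 100% = reference peptide inhibitor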
Bim-Bfl-1 = inhibitors of Bim binding to Bfl-1, primary screen, biochemical, multiplexed, bead-based flow cytometry. Bcl-2-related protein A1 (Homo sapiens), Q16548. Bim-Bfl-1 binding inhibition. inhibition, % at 10 µM. 190,000 compounds, 0.12% hits. AID 1008, 2008;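 note: 0% = wells without compound plus tracer and 100% = blocker peptide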
ABCB1 inh = ABCB1 efflux pump inhibitors, primary screen, cell-based, multiplex, flow cytometry, ABCG2 counter-screen; 190,000 compounds, 0.067% hits; inhibition, % at 6.6 µM; CCRF-Adr cells, JC-1 efflux; in the data active = inhibition above about 40%;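 note: 0% = vehicle and 100% = reference inhibitor; higher value means more JC-1 retained so stronger ABCB1 efflux block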
Bcl-W Bim block = inhibitors of Bim binding to Bcl-W, primary screen, biochemical, multiplexed, bead-based flow cytometry; 190,000 compounds, 0.02% hits; Bim peptide-Bcl-W binding; inhibition, % at 10 µM; Bcl-2-like protein 2 (Homo sapiens), Q92843;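 note: 0% = bound tracer without compound and 100% = peptide blocker; higher means less fluorescent Bim peptide bound to Bcl-W beads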
Target sequence (Q92843 whole entry, looked up): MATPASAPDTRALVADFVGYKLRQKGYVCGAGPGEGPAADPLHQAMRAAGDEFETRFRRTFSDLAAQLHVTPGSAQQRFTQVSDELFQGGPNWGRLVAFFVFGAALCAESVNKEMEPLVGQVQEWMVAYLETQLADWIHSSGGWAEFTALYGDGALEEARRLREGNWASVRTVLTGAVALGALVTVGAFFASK
RGS4-Gao reg = modulators of RGS4 binding to Galphao, primary screen, biochemical, multiplexed bead flow cytometry; actives lie on both sides; binding response (% of control), % at 10 µM; 220,000 compounds, 0.33% hits; AID 1415, 2008; in the data active = binding response below about 49% or above about 150%; inactive = in between;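 note: fluorescent Galphao activated with aluminum fluoride binding bead-coupled RGS4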
Bim-Bcl-B = inhibitors of Bim-Bcl-B binding, primary screen, biochemical, multiplexed, human Bcl-2 family. Bcl-2-like protein 10 (Homo sapiens), Q9HD36. bead-based flow cytometry, Bim peptide-Bcl-B binding. inhibition, % at 10 µM. 190,000 compounds, 0.073% hits;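 note: 0% = tracer peptide without compound and 100% = reference inhibitor peptide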
RGS8-Gao = RGS8-Galphao binding modulators, primary screen, biochemical, multiplexed bead flow cytometry. Guanine nucleotide-binding protein G(o) subunit alpha (Homo sapiens), P09471. actives lie on both sides. response (percent of control binding), % at 10 µM. 220,000 compounds, 0.34% hits; in the data active = response below about 60% or above about 140%; inactive = in between;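 note: Galphao activated as the GDP aluminium fluoride complex binding bead-coupled RGS8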
RGS7-Gao reg = RGS7-Galphao binding modulators, primary screen, biochemical, multiplexed bead flow cytometry | binding response (% of control), % at 10 µM | actives lie on both sides | 220,000 compounds, 0.35% hits | Guanine nucleotide-binding protein G(o) subunit alpha (Homo sapiens), P09471; in the data active = binding response below about 49% or above about 150%; inconclusive = no clear call, values can overlap the other calls; inactive = in between;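 note: fluorescent Galphao held in activated GDP-AlF4 state binding bead-coupled RGS7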
Starred values were filed as active, the others as inactive; ? = inconclusive. Cut-off read from the data, not from the text of the source, unless noted: active = inhibition above about 40%.

Under each structure – Bcl-XL Bim block	ABCG2 inh	Mcl-1 Bim block	Bim-Bcl-2	Bim-Bfl-1	ABCB1 inh	Bcl-W Bim block	RGS4-Gao reg	Bim-Bcl-B	RGS8-Gao	RGS7-Gao reg
- Fc1ccccc1Cc1noc(CN2CCCC(CN3CCOCC3)C2)n1 (stereo not drawn)
→ -2	-1	-3	-3	2	1.8	-4	101	-2	76	82
- COc1ccc(Nc2nc3ccccc3n3cnnc23)cc1
→ -1	2	0	-10	-13	0.4	0	101	-4	102	97
- O=C(Nc1cccc(F)c1)c1cc(S(=O)(=O)N2CCOCC2)cs1
→ -1	3	-4	-3	3	0.5	-6	97	-1	99	101
- CCn1cc(C(=O)NCC2CCCO2)c(=O)c2cc(F)c(N3CCN(C)CC3)cc21 (stereo not drawn)
→ -3	5	-4	-2	0	0.9	-5	104	-7	110	104
- CCN1CCN(Cc2ccc(NC(=O)Nc3ccc(OC)cc3)cc2)CC1
→ -6	2	0	-6	-10	1.0	-1	99	-4	100	98
- Cc1ccc(CNC(=O)C(Cc2ccccc2)NS(=O)(=O)c2cccs2)cc1 (stereo not drawn)
→ -5	2	2	-3	-14	0.6	0	104	-2	102	103
- O=C1[C@H]2[C@H]3[C@H](O)[C@H](O)C/C(=N\OC[C@@H](O)COCc4ccco4)[C@@H]3CC[C@H]2C(=O)N1c1ccc(F)cc1F
→ -1	-8	0	0	0	0.6	-3	107	-2	102	106
- CCC1CCCCN1C(=S)NC(=O)c1ccc(F)c(S(=O)(=O)N2CCOCC2)c1 (stereo not drawn)
→ -1	-1	-3	-3	-2	-0.3	-2	102	-9	96	98
- O=C(/C=C/c1ccc(Cl)cc1Cl)N(Cc1ccccc1)C1CCS(=O)(=O)C1 (stereo not drawn)
→ -5	14	-2	-1	-1	3.5	0	106	-16	104	104
- Cc1ccc(-n2nc(C)c3c(C)cc(=O)[nH]c32)cc1
→ -11	3	-1	-8	-11	0.4	-3	80	-8	93	104
- COc1ccc(C)cc1S(=O)(=O)Nc1cccnc1
→ -6	0	1	-3	-9	0.1	-2	96	-5	102	92
- Cc1ccnn1CCSCC(=O)O
→ 0	1	0	-2	-1	0.2	-1	130	-1	111	115
- C=CCN=C1NN=C(c2cc(C)n(CCOC)c2C)CS1
→ 1	1	-1	1	5	0.1	2	96	6	93	96
- CC(=O)Oc1ccc(C(=O)O)cc1OC(C)=O
→ 0	0	1	1	-2	-0.1	2	100	0	102	102
- COc1cc2c(cc1OC)CN(C(=S)Nc1ccccc1)CC2
→ -2	0	-1	-1	5	0.0	0	103	-6	100	98
- CCOC(=O)C1CCN(CC(O)COc2ccc(C(C)(C)CC)cc2)CC1 (stereo not drawn)
→ -10	5	-7	-14	-22	1.9	-5	86	-12	94	99
- CC(=O)Nc1ccc(NC(=O)CSc2ccc3nnc(CCNC(=O)c4ccccc4)n3n2)cc1
→ -2	-1	1	-1	0	-0.3	0	87	-3	92	98
- COC(=O)C1=CN(C2CC2)C=C(C(=O)OC)C1c1ccccc1OC
→ 0	2	-1	3	0	0.3	1	98	1	99	99
- CN1CCN(c2ccc([N+](=O)[O-])cc2C(=O)N2CCOCC2)CC1
→ -5	-4	-3	-7	-4	-0.3	-5	99	-6	104	103
- CCOc1cc(N2C(=O)CC3CS(=O)(=O)CC32)c(OCC)cc1NC(=O)c1ccccc1 (stereo not drawn)
→ -2	3	-1	-3	-7	1.1	-2	102	-2	101	100
- CC(C)(C)C(=O)O/N=C1/C(=O)N(c2ccccc2)c2ccccc21
→ -3	5	-2	-3	-3	0.2	-5	96	-3	99	99
- COc1ccc(CN2C(=O)CS(=O)CC2=O)cc1OC
→ -7	-1	1	-3	-7	0.0	1	102	-7	103	100
- Cc1ccc(C)c(NC(=O)CCN2CCOCC2)c1
→ -4	6	-2	-8	-15	0.5	0	103	-6	105	101
- Cc1ccc(C(=O)Nc2nnc(C)s2)cc1
→ -3	12	0	-1	-4	-1.0	-3	95	-6	97	93
- CCOc1cc(/C=N/NC(=O)C(N)=O)cc(Br)c1O
→ -3	0	2	-2	0	0.0	0	104	-2	103	?
- CS(=O)(=O)N1CCN(c2ccc(NC(=O)c3ccc(-c4ccc(Cl)cc4)o3)cc2)CC1
→ -5	3	0	-6	-8	1.0	1	96	0	100	94
- Cc1ccc(OCCC(=O)OCC(=O)C(C)(C)C)cc1
→ -2	-2	0	-6	-6	-0.2	0	99	-9	100	102
- OCC1(Cc2ccccc2C(F)(F)F)CCN(Cc2ccccc2)CC1
→ -4	2	-1	-5	-7	0.9	-2	101	-6	102	99
- Cc1cccc(CSc2ncnc3c2cnn3Cc2ccccc2)c1
→ 0	3	-3	-12	-13	0.5	-2	102	-9	101	97
- COc1ccccc1C(=O)n1nc(-c2ccco2)nc1N
→ -4	11	-2	-11	-13	0.7	-1	79	-8	89	98
- O=C(Nc1ccccc1)c1ccc(Cn2cc(C(F)(F)F)ccc2=O)cc1
→ -2	3	-1	-2	-1	0.6	-1	103	-2	102	103
- CCCn1c(N)c(N2CCCCC2)c(=O)n(CC(=O)Nc2ccccc2)c1=O
→ -17	3	0	-7	-10	1.1	3	98	-3	98	98
- CCC1(C)Nc2ccccc2C(=O)N1O (stereo not drawn)
→ -3	3	1	-6	-3	1.1	0	104	-1	102	101
- O=C(Cn1cc(/C=N/NC(=O)c2ccccc2Br)c2ccccc21)Nc1ccc(F)cc1
→ -7	-5	-6	-5	-2	-0.8	-4	103	-2	101	103
- CN1CCC(=NNC(=O)C(=O)Nc2ccccc2)CC1
→ -1	7	-1	-8	-9	0.4	0	89	-4	94	88
- CC(C)=CCc1c(O)c(CC=C(C)C)c2c(c1O)C(=O)CC(c1ccc(O)cc1)O2 (stereo not drawn)
→ 1	7	0	0	3	0.1	0	97	-8	98	101
- C=CCN(CC=C)C(=S)NC(=O)c1ccc(OC)cc1
→ -6	1	-1	-2	0	0.1	-8	98	-7	101	95
- NS(=O)(=O)c1ccc(NC(=S)NCc2cccs2)cc1
→ -2	0	-4	-4	0	0.1	1	104	-17	102	110
- CCCN1C(=O)/C(=C/c2ccc(C)o2)NC1=S
→ -1	-3	2	3	22	-0.9	0	93	-11	86	90
- O=C(Oc1coc(CSc2ncccn2)cc1=O)c1cccs1
→ -4	5	-3	-3	-5	0.3	-1	100	-3	101	100
- Cc1cccc(-n2c(-c3ccncc3)n[nH]c2=S)c1C
→ -4	-2	-3	0	-1	0.1	-4	96	-17	96	95
- CCNC(=O)COc1ccc(OCc2ccccc2)cc1
→ 1	7	0	-5	-5	-0.3	0	97	0	98	104
- Cc1ccc2[nH]c(=O)c(C(c3nnnn3CCc3ccccc3)N3CCOCC3)cc2c1 (stereo not drawn)
→ -5	14	-1	-12	-14	2.4	1	100	-6	100	102
- O=C(COc1ccc(Cl)cc1)N1CCCCC1
→ -1	0	-2	-4	0	0.1	0	101	0	100	100
- CCOC(=O)c1c(CN2CCCCC2)n(C)c2cc(Br)c(O)c(CN(C)C)c12
→ -2	0	0	-8	-4	-0.1	-2	105	-5	108	105
- CCOC(=O)C1CCN(C(=O)NC23CC4CC(CC(C4)C2)C3)CC1
→ -8	-1	-3	-12	-17	0.0	-2	105	-10	100	99
- CCc1cc(-c2n[nH]c(=S)n2C(C)c2ccccc2)cs1 (stereo not drawn)
→ -5	2	-9	-8	-13	-0.1	-7	100	-24	101	103
- S=c1[nH]c2ccccc2o1
→ -4	-1	-5	-1	11	-0.1	4	102	-23	102	101
- COCCCNc1cc(C)nc2ccccc12
→ -12	2	-5	-7	-16	0.3	0	99	-9	99	98
- COc1ccc(C)cc1NC(=O)Nc1cccc(C)c1
→ -4	1	0	-8	-6	0.1	2	102	-3	103	104
- Cc1cc(Cl)c(S(=O)(=O)Nc2ccc3c(c2)OCCO3)cc1OCC(N)=O
→ -2	1	-3	-1	-2	0.1	0	98	-2	99	95
- CCOC(=O)CN(C(=O)Cn1nnc(-c2ccc(C)cc2)n1)C(CC)C(=O)NC1CCCC1 (stereo not drawn)
→ -5	18	-2	-12	-12	2.6	1	100	-7	99	101
- Cn1c(Cl)c(/C=N/OC(=O)c2ccccc2Cl)c2ccccc21
→ -14	-4	0	-4	-10	-3.9	-3	111	-9	101	102
- COc1ccc(OC)c(NC(=O)C2CCCN(S(=O)(=O)c3cccc4cccnc34)C2)c1 (stereo not drawn)
→ -1	4	-4	-7	-4	0.8	-5	100	-3	98	96
- Cc1cc(C)c(C)c(OCCCOc2cccc3cccnc23)c1
→ -3	23	-1	-2	-5	1.7	-5	99	-8	101	99
- Cc1nc(NC(=O)C(C)Oc2cccc(Cl)c2)sc1C(=O)N(C)C (stereo not drawn)
→ 0	1	1	4	2	0.1	1	96	-1	98	94
- CCOC(=O)C1=C(C)N(C)C(=S)NC1c1ccc(Cl)cc1 (stereo not drawn)
→ -5	8	-2	-3	-2	0.7	-4	102	-4	104	112
- O=C(Nc1ccc(N2CCN(C(=O)c3ccccc3)CC2)cc1)c1ccc2c(c1)OCO2
→ -2	4	3	-3	-8	0.5	3	93	-5	100	92
- CC(=O)NS(=O)(=O)c1ccc(NC(=O)/C=C/c2ccc(C)o2)cc1
→ -10	0	-5	0	12	-0.3	-10	90	-79	82	99
- O=C(COc1cccc(Cl)c1)Nc1ccc2c(c1)CCC2
→ -1	6	-3	-4	-4	-0.8	-2	99	-3	101	105

2 successive compounds already listed, quoted:
Under each structure – Bcl-XL Bim block	ABCG2 inh	Mcl-1 Bim block	Bim-Bcl-2	Bim-Bfl-1	ABCB1 inh	Bcl-W Bim block	RGS4-Gao reg	Bim-Bcl-B	RGS8-Gao	RGS7-Gao reg
- CC(=O)NS(=O)(=O)c1ccc(NC(=O)/C=C/c2ccc(C)o2)cc1
→ -10	0	-5	0	12	-0.3	-10	90	-79	82	99
- O=C(COc1cccc(Cl)c1)Nc1ccc2c(c1)CCC2
→ -1	6	-3	-4	-4	-0.8	-2	99	-3	101	105

Next section:
Under each structure – Bcl-XL Bim block	ABCG2 inh	Mcl-1 Bim block	Bim-Bcl-2	Bim-Bfl-1	ABCB1 inh	Bcl-W Bim block	RGS4-Gao reg	Bim-Bcl-B	RGS8-Gao	RGS7-Gao reg
- COc1ccc(NC(=O)CN2CCc3ccccc3C2)cc1OC
→ -1	5	0	0	-2	0.3	-1	102	-2	102	106
- COc1cc(C)nc(Oc2ccc(=O)n(C)n2)n1
→ 0	0	-1	1	-2	0.0	0	98	0	95	99
- COc1ccc(NC(=S)N(Cc2ccc(N(C)C)cc2)Cc2ccco2)cc1
→ -1	-2	-1	2	3	-0.2	0	104	-3	102	101
- O=C(Nc1nc2ccccc2[nH]1)c1ccc(S(=O)(=O)N2CCOCC2)cc1
→ 0	4	1	-3	-3	0.9	1	100	1	102	102

Source: PubChem (NMMLSC)
